# High-throughput results as filed in PubChem BioAssay.
# CHRM5 agonist: agonists of human muscarinic M5 receptor (CHRM5). AID 624037. actives 0.19% (n = 360,000). activation, % at 3 µM. P08912. CHO-K1 hM5 cells, Fluo-8 calcium fluorescence; 0% DMSO wells, 100% maximal acetylcholine response;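 active = activation above the run's mean over test compounds plus 3 SD, cut at about 23% in these data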;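 also: signal is peak over basal fluorescence ratio across the kinetic read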
# Target sequence (P08912 whole entry, looked up): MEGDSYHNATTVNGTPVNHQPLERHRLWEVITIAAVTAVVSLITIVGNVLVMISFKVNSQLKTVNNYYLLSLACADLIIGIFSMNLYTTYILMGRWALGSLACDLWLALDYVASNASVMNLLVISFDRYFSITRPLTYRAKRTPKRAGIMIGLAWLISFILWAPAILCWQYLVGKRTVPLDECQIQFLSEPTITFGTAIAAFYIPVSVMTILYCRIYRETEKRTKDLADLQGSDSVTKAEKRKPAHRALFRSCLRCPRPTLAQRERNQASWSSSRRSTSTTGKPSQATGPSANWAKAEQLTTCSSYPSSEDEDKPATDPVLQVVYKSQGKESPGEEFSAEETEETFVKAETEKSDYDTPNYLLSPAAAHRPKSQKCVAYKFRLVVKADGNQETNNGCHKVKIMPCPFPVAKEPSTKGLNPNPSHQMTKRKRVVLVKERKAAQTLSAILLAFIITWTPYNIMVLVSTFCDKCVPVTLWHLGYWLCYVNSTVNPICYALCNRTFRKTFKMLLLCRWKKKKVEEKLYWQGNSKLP
# CHO-K1 Ca antag: counter-screen for M1 antagonists: effect in parental CHO-K1 cells; inhibition, % at 3 µM; actives 0.6% (n = 360,000); ATP-induced calcium, Fluo-8 fluorescence;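 active = inhibition above a per-plate cutoff, the plate's mean sample inhibition plus 3 SD, cut at about 24% in these data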;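 also: 0% = DMSO plus EC80 ATP and 100% = DMSO alone without ATP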
# CHRM4 antagonist: blocks acetylcholine activation of human M4 receptor. inhibition, % at 3 µM. AID 624125. CHO-hM4 cells, ACh EC80, Fluo-8 calcium fluorescence. P08173. actives 0.73% (n = 360,000);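 active = inhibition above its plate's cutoff, the mean inhibition of sample wells plus 3 SD, cut at about 27% in these data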;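 also: 0% = acetylcholine EC80 with DMSO and 100% = DMSO without agonist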
# Target sequence (P08173 whole entry, looked up): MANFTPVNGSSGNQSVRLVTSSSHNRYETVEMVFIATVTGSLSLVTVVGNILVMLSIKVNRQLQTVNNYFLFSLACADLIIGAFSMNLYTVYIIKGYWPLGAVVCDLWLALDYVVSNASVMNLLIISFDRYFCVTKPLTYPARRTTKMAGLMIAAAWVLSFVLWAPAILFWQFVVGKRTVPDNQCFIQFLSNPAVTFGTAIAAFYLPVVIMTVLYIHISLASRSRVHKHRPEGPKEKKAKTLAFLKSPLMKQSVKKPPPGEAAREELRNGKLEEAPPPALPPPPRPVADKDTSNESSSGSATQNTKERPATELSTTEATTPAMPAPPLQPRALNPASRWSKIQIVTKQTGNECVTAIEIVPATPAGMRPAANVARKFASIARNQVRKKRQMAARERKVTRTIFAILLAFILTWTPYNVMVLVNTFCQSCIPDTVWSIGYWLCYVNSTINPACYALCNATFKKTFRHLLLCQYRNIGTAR
# CHRM5 PAM: positive allosteric modulators of human muscarinic M5 receptor; P08912; CHO-K1 hM5, Fluo-8 calcium, ACh EC20 PAM; 0% = ACh EC20, 100% = ACh EC100; activation, % at 3 µM; actives 0.3% (n = 360,000);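 active = activation above the run cutoff, the mean activation of all test compounds plus 3 SD, cut at about 18% in these data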
#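 system = human M5 receptor in CHO-K1 cells | reagent = EC20 acetylcholine as agonist stimulus | compound dosing = single-point, 3 µM nominal | incubation = Fluo-8 loading 80 min at 37 °C plus 30 min room temperature | detection = Fluo-8 calcium dye fluorescence, kinetic read | benchmarks = low control EC20 acetylcholine (0%), high control EC100 acetylcholine (100%)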
# CHO-K1 Ca PAM: nonselective activator or artifact in parental CHO-K1 calcium assay | activation, % at 3 µM | ATP EC20, Fluo-8 calcium fluorescence; 0% at ATP EC20, 100% at ATP max | actives 0.02% (n = 360,000);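 active = activation above the run cutoff, the mean activation of all test compounds plus 3 SD, cut at about 40% in these data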;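 also: peak over basal fluorescence ratio in a 140 s read after ATP addition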
# CHO-K1 Ca ag: nonselective activator or artifact in parental CHO-K1 cells | Fluo-8 calcium fluorescence; scaled to maximal ATP response, vehicle zero | actives 0.48% (n = 360,000) | AID 602248 | activation, % at 3 µM; in the data active = activation above about 15%;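 also: untransfected CHO-K1 host cells lacking M1 receptor as counterscreen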
# CHRM4 agonist: agonists of human muscarinic M4 receptor (CHRM4); CHO-K1 hM4/Gqi5, Fluo-8 calcium fluorescence; vehicle 0%, full acetylcholine response 100%; actives 0.14% (n = 360,000); AID 624127; activation, % at 3 µM;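 active = activation above the run mean over all test wells plus 3 SD, cut at about 32% in these data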;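 also: peak over basal fluorescence ratio per well then scaled between controls; 0% = DMSO wells and 100% = acetylcholine at EC100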
# CHRM5 antagonist: CHRM5 antagonism in calcium assay | P08912 | CHO-hM5 cells, Fluo-8 calcium fluorescence, ACh EC80 | inhibition, % at 3 µM | actives 0.59% (n = 360,000) | AID 624040;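 active = inhibition above a per-plate cutoff, the mean of that plate's test compounds plus 3 SD, cut at about 27% in these data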;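 also: 0% = acetylcholine EC80 with DMSO and 100% = DMSO without agonist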
# CHRM4 PAM: potentiates acetylcholine response at human M4 receptor; activation, % at 3 µM; actives 0.4% (n = 360,000); P08173; CHO-K1 hM4/Gqi5, Fluo-8 calcium fluorescence, ACh EC20; 0% = ACh EC20, 100% = maximal ACh;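 active = activation above its plate's cutoff, the mean activation of sample wells plus 3 SD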; also: some results filed as inactive read as strong as hits
# The depositor's hits bear a star; · = not tested or not shown.
Compound,CHRM5 agonist,CHO-K1 Ca antag,CHRM4 antagonist,CHRM5 PAM,CHO-K1 Ca PAM,CHO-K1 Ca ag,CHRM4 agonist,CHRM5 antagonist,CHRM4 PAM
C=CCn1c(SCc2ccc(C#N)cc2)nnc1-c1ccc(C)cc1,1,6,3,2,-7,1.8,2,-1,-10
CCOc1ccc(CCNC(=O)C(C)n2nc(C)n3c(cc4occc43)c2=O)cc1OCC (centres undefined),-1,-5,8,4,17,0.0,-1,-3,10
CN(CCCC1CCCC1)C(=O)c1cc(COc2ccc(F)c(F)c2)on1,-6,-9,-10,2,18,0.4,0,2,4
Cc1ccc(C(=O)NCC(c2ccco2)N2CCOCC2)cc1 (centres undefined),-4,8,-11,-1,10,-0.1,0,2,0
COc1cc(C(=O)Nc2c(C)cc(C)cc2C)c(-n2cnnn2)cc1OC,-1,-7,3,1,19,0.9,2,-5,8
COc1ccccc1C(=O)Nc1ncc2c(n1)CC(c1ccco1)CC2=O (centres undefined),2,-24,-13,-5,20,3.1,7,3,5
Cc1c(C#N)c2ccccc2n1C,-4,-7,0,4,5,0.8,2,1,3
O=C(/C=C/c1ccco1)NCc1ccccn1,0,-6,3,4,17,2.3,1,-1,-1
CCOc1ccc(-n2nc3c(=S)[nH]nc(C)c3c2C)cc1,-3,-8,4,2,15,-1.3,-1,-1,3
O=C(Nc1nc2ccccc2s1)C1CC(=O)N(c2ccccc2)C1 (centres undefined),3,9,-5,-2,-3,1.0,4,4,1
Cc1nc2ccc([N+](=O)[O-])cc2c(=O)n1Cc1ccc([N+](=O)[O-])cc1,3,-7,12,-11,6,3.0,5,11,-8
Cc1cc(C)n2nc(C(=O)OCC(=O)N(C)C3CCS(=O)(=O)C3)nc2n1 (centres undefined),1,-8,3,6,2,0.1,1,10,-1
O=C(NCc1ccco1)c1ccc2c(c1)CCO2,4,6,2,13,-16,0.2,0,-17,-6
COCCCNC(=O)c1ccc(C2SCC(=O)N2Cc2ccco2)cc1 (centres undefined),-10,-10,9,-5,-6,3.1,7,17,-19
O=C(CN1C(=O)CCC1=O)Nc1ccc2c3c(cccc13)CC2,-3,-13,-11,3,12,0.1,1,-3,10
Cc1ccc(Nc2nc(COC(=O)COc3ccc(C=O)cc3)cs2)cc1,2,-7,-10,-6,16,5.4,4,-6,18
CC1(C)Cc2nc3sc4c(=O)n(Cc5ccccc5)cnc4c3cc2CS1,2,6,6,-6,-3,0.0,2,14,2
O=C(NC1CC2CCC(C1)N2Cc1ccccc1)c1ccccc1Cl (centres undefined),-14,-2,11,-1,-3,-0.2,1,9,-2
COC(=O)c1cc(OC)c(OC)cc1NC(=O)Cc1ccccc1[N+](=O)[O-],0,-17,-14,5,5,3.2,7,-15,9
Fc1ccc2c(-c3cccc(C(F)(F)F)c3)c(-c3ccccc3)ncc2c1,5,-5,10,3,-2,0.1,1,5,-5
O=C(Nc1cccc(-c2cn3ccccc3n2)c1)c1cnccn1,-2,3,-2,-8,-1,1.5,5,3,0
Cc1nn(-c2ccccc2)c(N2CCCC2)c1/C=N/Nc1ccc(S(N)(=O)=O)cc1[N+](=O)[O-],-4,-3,-9,-3,14,-0.2,0,0,-1
Cc1ccccc1C(=O)Nc1ccccn1,-7,1,1,-11,-21,0.1,1,4,0
COCCOC(=O)c1c(NC(=O)CN2CCc3ccccc32)sc(C(N)=O)c1C,3,8,-3,4,-10,0.1,1,0,2
Cc1ccc(NC(=O)CO/N=C/c2ccc(N(C)C)cc2)cc1,-1,2,-15,-4,11,5.9,4,11,2
O=C(CN1C(=O)C2C3C=CC(C3)C2C1=O)N1CCc2ccccc2C1 (centres undefined),-2,-14,-9,8,23,1.2,4,-7,4
Cc1ccc(C23CC4CC(CC(C(=O)N5CCN(C)CC5)(C4)C2)C3)cc1,-13,-13,-4,3,5,4.3,4,-1,-18
Cn1cnnc1SCC(=O)Nc1ccccc1C(=O)NC1CC1,1,-4,-5,-1,-1,0.8,1,2,9
COc1cc2c(cc1OC)CN(c1nc(-c3cccnc3)nc3ccccc13)CC2,0,-6,7,-16,10,2.9,10,10,-6
CCN(CC)c1ccc(C=C2C(=O)OC3(CCCC3)OC2=O)cc1,2,-10,1,-1,1,0.4,2,1,2
CC(=O)N(C(C)=O)N1C(=O)c2cccc3c(N4CCOCC4)ccc(c23)C1=O,4,-15,-4,-3,22,4.5,2,-5,1
Cc1nc(C(=O)Nc2cccc(Cl)c2)nn1-c1cc(OC(C)C)c(Cl)cc1Cl,-1,-1,1,0,16,0.3,-1,0,11
COc1ccc(/C(C)=N/NC(=O)c2ccncc2)cc1[N+](=O)[O-],3,-14,14,-3,19,0.2,1,8,-2
Cc1ccc(OCCC(=O)Nc2c(C)n(C)n(-c3ccccc3)c2=O)cc1,0,-4,-1,-2,9,-0.1,1,5,-4
CCc1c(O)nc(SC2CC(=O)N(c3ccc(F)c(Cl)c3)C2=O)[nH]c1=O (centres undefined),-3,-6,-10,2,-10,-0.1,0,13,1
NS(=O)(=O)c1ccc(NC(=O)c2ccc3c(c2)OCO3)cc1,-3,-1,5,-3,8,2.0,1,4,-2
COCC(=O)Nc1ccc(N(C)C)cc1,-1,-5,0,3,12,0.7,1,-4,-4
Cc1cnc(NC(=O)C2CCCC2)s1,3,-9,8,5,30,0.5,0,-6,13
O=C1c2ccccc2C(=O)N1CSc1nnc2c3ccccc3n(CCc3ccccc3)c2n1,-1,-6,-6,-3,14,-0.1,1,5,1
FC(F)(F)c1cccc(-c2cc3nc(NCCCn4ccnc4)ccn3n2)c1,2,6,-5,-2,3,1.4,7,0,-3
N#CC(C#N)=Cc1cccn1-c1ccc(S(N)(=O)=O)cc1,-4,5,-3,-4,-7,0.1,1,-7,4
O=C(CCNS(=O)(=O)c1ccccc1C(F)(F)F)N1CCN(C(c2ccccc2)c2ccccc2)CC1,-4,-9,-9,-7,2,1.2,0,4,-3
CNC(=S)N/N=C(\C)c1cccc([N+](=O)[O-])c1,-2,-15,3,-9,10,1.7,4,6,-4
CCOCCCNC(=O)c1ccc(/C=C2\Oc3ccccc3N(C)C2=O)cc1,-3,-23,-7,3,19,1.0,2,-7,2
O=C(CNC(=S)N(Cc1ccccc1F)C1CCCCC1)NC1CC1,-3,-13,9,0,23,-0.1,0,1,5
COc1ccc(/C=C/c2ccncc2)cc1,-1,-15,2,1,20,0.8,0,-1,-3
CC(=O)c1cccc(NC(=O)CSc2nnc(C(C)N(C)C)n2Cc2ccccc2)c1 (centres undefined),-2,-13,-7,-1,5,0.7,2,14,11
Cc1ccc(NS(=O)(=O)c2ccc(NC(=O)c3ccccc3C(=O)O)cc2)cc1C,-8,-15,-4,-2,27,1.4,1,2,-3
COc1cc(C(=O)Nn2c(O)c(C3=c4ccccc4=NC3=O)sc2=S)ccc1O,-5,7,3,-8,-12,-0.7,0,14,-11
O=C1CC/C=C\C[C@@H](CC(=O)N(CCO)Cc2ccccc2)C(=O)N2CCC[C@H]2CO1,5,-26,-1,7,16,0.6,1,-9,7
O=C(NCCCO)c1ccc(CSc2nc3ccccc3c(=O)[nH]2)cc1,-6,-3,0,-1,4,1.7,1,6,-2
COc1ccccc1Nc1nc2c(C)cccc2cc1C#N,1,-5,7,-1,9,0.2,1,-1,-2
Cc1cc(C)n(C(=O)C2CCCN2S(=O)(=O)c2ccc(Cl)cc2)n1 (centres undefined),-1,5,0,2,-3,0.4,0,3,1
Cc1nc(Cl)cc(CS(=O)(=O)c2ccc(Cl)cc2)n1,-3,-5,0,1,19,0.4,1,3,2
COc1ccc(C2C(Oc3ccccc3C)C(=O)N2Cc2ccc(F)cc2)cc1OC (centres undefined),-1,-16,-14,-5,12,2.5,4,-7,-7
CC(=O)N1C(=O)NC2=C(C(=O)CCC2)C1c1cccc([N+](=O)[O-])c1 (centres undefined),-3,-7,5,1,-2,0.2,0,4,-2

# (list continues)
Compound,CHRM5 agonist,CHO-K1 Ca antag,CHRM4 antagonist,CHRM5 PAM,CHO-K1 Ca PAM,CHO-K1 Ca ag,CHRM4 agonist,CHRM5 antagonist,CHRM4 PAM
O=C(COC(=O)CC1c2ccccc2CCN1S(=O)(=O)c1ccccc1)Nc1ccccc1 (centres undefined),-4,-6,-2,-9,25,2.9,5,9,-4
O=C1C=C(NCC2CCCO2)CC(c2ccccc2)C1 (centres undefined),-5,-12,3,-4,-4,0.8,-3,0,2
CCOC(=O)CC1(C)Sc2ccccc2N1S(=O)(=O)c1ccc(C)cc1 (centres undefined),-4,·,-2,-12,·,·,0,-4,-14
OC[C@H]1O[C@H](OC[C@H]2O[C@H](OC[C@H]3O[C@H](O[C@]4(CO)O[C@H](CO)[C@@H](O)[C@@H]4O)[C@H](O)[C@@H](O)[C@@H]3O)[C@H](O)[C@@H](O)[C@H]2O)[C@H](O)[C@@H](O)[C@H]1O,0,0,-15,-3,7,0.6,2,0,5
CCN1C(C)=C(C)S/C1=C1\SC(=S)N(C2CCCCC2)C1=O,1,1,2,3,4,0.2,0,-1,-4
CN(Cc1c(F)cccc1Cl)C(=O)c1cccc(S(=O)(=O)NCc2ccccc2)c1,1,-10,-14,-8,6,3.9,13,5,6
CCN(CC(=O)Nc1c(F)cccc1F)C(=O)Cc1ccccc1,0,-10,8,0,-13,0.1,1,1,-3
Cc1cc(C(F)(F)F)nc(SCC(=O)Nc2ccccc2)n1,0,6,13,0,15,0.5,-1,11,-3
CCOC(=O)C1CCCN(c2c(N3CCOCC3)c(=O)c2=O)C1 (centres undefined),2,-5,-8,-5,16,1.5,1,5,0
Cc1ccc(CN2C(=O)CCSc3ccc(Cl)cc32)cc1,-7,-15,-9,-11,14,0.3,-2,-1,-8
CC(NC(=O)COC(=O)CCc1ccc(S(=O)(=O)N2CCOCC2)cc1)C1CC2CCC1C2 (centres undefined),2,2,-9,-8,-13,2.1,8,13,11
COC(=O)c1ccc(/C=C(\C#N)c2nc3ccccc3s2)cc1,4,6,-2,1,9,1.4,6,-6,2
CC(C)C(c1nnnn1Cc1ccccc1)N1CCN(Cc2ccco2)CC1 (centres undefined),-1,-7,-6,1,13,0.5,1,-10,6
CCCCN(C(=O)C1CC(=O)N(Cc2ccc(C)cc2)C1)c1c(N)n(CCCC)c(=O)[nH]c1=O (centres undefined),2,-2,3,-1,12,1.4,0,2,4
Cc1nn(CC(C)C)c(Cl)c1C(=O)N(C)CC(=O)Nc1c(Cl)cccc1Cl,-3,-10,-2,-6,8,0.6,1,14,2
O=S(=O)(c1ccc(NC(=S)N2CCN(c3ccccc3F)CC2)cc1)N1CCOCC1,0,13,-4,-5,-3,4.5,5,-12,-5
CCN1C(=NCCOC)N[C@@H](CCc2ccccc2)[C@H](C(=O)OC)[C@H]1C,0,-6,-12,-12,-13,0.1,1,16,7
CC1(C)OC1COc1c2ccoc2cc2oc(=O)ccc12 (centres undefined),3,-11,-7,4,12,1.5,3,5,6

# This is a random part of the collection. Share with any hit: about 2.7%.
